# Source: PubChem BioAssay (Johns Hopkins Ion Channel Center)
# CHT inh: human CHT choline transport inhibition; Q9GZV3; CHT-expressing cells, membrane potential dye, choline response; stronger effect = lower value; B-score at 10 µM; hit rate 0.86% among 310,000;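 active = B-score over 3 SD under the library average, and starting fluorescence ratio not unusually high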;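 also: choline stimulus applied at its EC90 after an EC20 pre-addition; B-score computed on integrated fluorescence ratio after choline addition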
# Target sequence (Q9GZV3 whole entry, looked up): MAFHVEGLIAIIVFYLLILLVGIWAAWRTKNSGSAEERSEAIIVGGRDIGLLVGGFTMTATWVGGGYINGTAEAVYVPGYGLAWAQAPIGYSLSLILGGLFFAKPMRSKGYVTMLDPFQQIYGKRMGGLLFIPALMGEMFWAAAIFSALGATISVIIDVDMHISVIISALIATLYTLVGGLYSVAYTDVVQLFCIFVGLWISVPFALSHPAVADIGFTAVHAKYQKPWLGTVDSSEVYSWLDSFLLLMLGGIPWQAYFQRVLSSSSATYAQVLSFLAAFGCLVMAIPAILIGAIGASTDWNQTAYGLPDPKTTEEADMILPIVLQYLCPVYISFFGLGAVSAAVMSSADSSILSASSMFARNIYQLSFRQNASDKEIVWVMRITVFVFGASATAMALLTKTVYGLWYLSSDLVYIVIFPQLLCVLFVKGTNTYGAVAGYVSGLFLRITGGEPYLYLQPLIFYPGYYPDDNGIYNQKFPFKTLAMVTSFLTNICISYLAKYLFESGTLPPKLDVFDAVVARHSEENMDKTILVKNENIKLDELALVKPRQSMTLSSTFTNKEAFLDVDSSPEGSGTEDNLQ
# Kir21 inh: blocks the mouse Kir2.1 inward-rectifier potassium channel. HEK293-Kir2.1, FluxOR thallium flux fluorescence; stronger effect = lower value. B-score at 10 µM. hit rate 0.85% among 310,000;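 active = fluorescence ratio B-score at or below minus 3 SD of library scores, with starting-brightness B-score within 2 SD, cut at about -4.2 in these data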;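 also: channel flux triggered by added potassium and thallium sulfate stimulus; B-score of peak minus minimum fluorescence over baseline after thallium stimulus; more negative B-score means stronger Kir2.1 block with less thallium influx; some compounds called inactive have numbers as strong as hits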
# Target sequence (P35561 whole entry, looked up): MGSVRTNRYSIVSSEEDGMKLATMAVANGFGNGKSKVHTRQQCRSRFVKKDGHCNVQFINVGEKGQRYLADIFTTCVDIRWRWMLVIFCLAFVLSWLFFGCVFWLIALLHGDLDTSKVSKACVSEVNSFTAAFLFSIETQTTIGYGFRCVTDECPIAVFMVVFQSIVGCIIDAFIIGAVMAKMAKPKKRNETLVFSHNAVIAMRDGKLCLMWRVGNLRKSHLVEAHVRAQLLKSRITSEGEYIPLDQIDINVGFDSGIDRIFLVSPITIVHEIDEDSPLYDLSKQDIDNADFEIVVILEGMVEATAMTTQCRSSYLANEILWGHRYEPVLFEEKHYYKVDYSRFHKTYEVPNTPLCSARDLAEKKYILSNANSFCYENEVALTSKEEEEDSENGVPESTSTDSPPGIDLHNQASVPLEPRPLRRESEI
# * = called active by the depositor; i = inactive; / = no result given.
# Results follow in this order: Kir21 inh	CHT inh
- CN1C(=O)N(C)C(=O)C2(Cc3ccccc3N3CCOCC32)C1=O (stereo unspecified)
    -0.44	i
- Cc1ccc(-c2nn(Cc3ccccc3)cc2C(=O)O)cc1
    1.7	i
- CCCCOc1ccc(C(C)=O)cc1Cc1c(O)[nH]c(=S)[nH]c1=O
    -0.13	i
- O=c1[nH]c(=S)[nH]c(O)c1N=Nc1ccc2c(c1)OCCO2
    -0.1	i
- Cc1cc(=O)oc2cc(OCC(=O)N3CCC(C(=O)O)(c4ccccc4)CC3)ccc12
    0.59	i
- CCCNC(=O)N1[C@H]2CC[C@@H]1C(C(=O)OC)=C(c1cc3ccccc3s1)C2
    0.34	i
- CCc1ccc(N2C(=O)NC(=O)/C(=C\c3cccn3CCOc3ccc(C(C)C)cc3)C2=O)cc1
    0.13	i
- Cc1ccc(OCC(=O)N2CCCC(N3CCN(c4ccc(F)cc4)CC3)C2)cc1 (stereo unspecified)
    1	i
- CCOC(=O)C1=C(NC(=S)NC(=O)c2ccccc2)c2ccccc2CC12CCCC2
    -0.38	/
- CC(C)CCP(=O)(O)c1ccccc1
    -0.27	i
- CC1CCC[C@H](O)CCCCCc2cc(O)cc(O)c2C(=O)O1 (stereo partly specified)
    -1.2	i
- O=P(Nc1ccccc1)(Nc1ccccc1)Oc1ccccc1
    -0.03	i
- Cc1cc(C)c(C(=O)CN2CCOCC2)c(C)c1
    /	i
- O=c1[nH]c(=O)n(Cc2ccccc2)c(O)c1C=NCCN1CCOCC1
    0.06	i
- CCN1CCN(Cc2cc(Br)cc(Br)c2O)CC1
    0.16	i
- Cc1ccc2nc(N3CCN(C)CC3)[nH]c2c1
    1.1	i
- O=c1[nH]c(=O)n(Cc2ccc(F)cc2)c(O)c1C=NCCN1CCCCC1
    0.03	i
- CN1CCN(c2nc3ccccc3o2)CC1
    -0.05	i
- CNCC(O)c1cc(F)c(OCc2ccccc2)c(OCc2ccccc2)c1F (stereo unspecified)
    -10*	i
- O=[N+]([O-])c1ccc(N2CCNCC2)c2ncccc12
    0.06	/

# Whole records as entered above.
# Profile of Cc1ccc2nc(N3CCN(C)CC3)[nH]c2c1 → Kir21 inh: 1.1; CHT inh: i
# Profile of O=c1[nH]c(=O)n(Cc2ccc(F)cc2)c(O)c1C=NCCN1CCCCC1 → Kir21 inh: 0.03; CHT inh: i
# Profile of CCN1CCN(Cc2cc(Br)cc(Br)c2O)CC1 → Kir21 inh: 0.16; CHT inh: i

# (further entries)
# Results follow in this order: Kir21 inh	CHT inh
- CCn1cc(C=C2C(=O)N(C)C(=O)N(C)C2=O)c2ccccc21
    -0.54	i
- CCCN(CCC)C1CCc2ccc(O)cc2C1 (stereo unspecified)
    /	i
- O=c1c2ccccc2nc(Cc2cccc([N+](=O)[O-])c2)n1-c1ccc(O)cc1
    -2.6	i
- Cc1cccc(NC(=O)N2CC3CC(C2)c2cccc(=O)n2C3)c1 (stereo unspecified)
    0.19	i
- Cc1cccc(N2C(=O)CC(=O)NC2=O)c1
    0.06	i
- CC(C)(C)[C@]1(O)C[C@@H]2OC(=O)C[C@@]23C(=O)O[C@@H]2OC(=O)[C@H](O)[C@]213
    -0.14	i
- Cc1ccccc1-n1c(O)c(/C=N/NC(=O)c2ccncc2)c(=O)[nH]c1=O
    0.09	i
- Cc1cc(O)c2c(c1)C(=O)C13C(=C2O)C(=O)[C@H]2[C@@H](O)[C@@H]1[C@H]1[C@H](O)[C@@H]3C(=O)C3=C(O)c4c(O)cc(C)cc4C(=O)C312 (stereo partly specified)
    /	i
- Nc1ncnc2c1ccn2[C@@H]1O[C@H](CO)[C@@H](O)[C@H]1O
    0.08	i
- O=C(O)C(O)(c1ccccc1)C1CCCCC1 (stereo unspecified)
    -0.89	i
- O=C(COc1ccc(Cl)cc1)N1CCN(Cc2ccccc2)CC1
    -0.91	i
- CCCCn1c(N)c(C(=O)OCCOC)c2nc3ccccc3nc21
    -0.27	i
- Cc1cc(/C=C2/C(=O)NC(=O)N(Cc3ccco3)C2=O)c(C)n1-c1ccccc1
    1.4	i
- N#CC1(c2ccccc2)CCN(C2CC(=O)N(c3ccc(F)cc3)C2=O)CC1 (stereo unspecified)
    0.93	i
- COC(=O)C(C)Oc1cc(C)cc2oc(=O)c3c(c12)CCC3 (stereo unspecified)
    -1.5	i
- Cn1cc(Br)c(C(=O)Nc2ccc3c(C(F)(F)F)cc(=O)oc3c2)n1
    -0.01	i
- CCOc1cccc(=NC2CCCCC2)c2c(C)n(C)c(C)c12
    -4	i
- COc1ccc(/C=C2/C(=O)NC(=O)N(c3ccc(C)c(C)c3)C2=O)cc1CN1C(=O)c2ccccc2C1=O
    1.4	i
- COc1ccc(CC2C(=O)N(C)C(=O)N(C)C2=O)c(OC)c1
    0.19	i
- COc1ccc(O)c(CN2CCCC(C(=O)c3sccc3C)C2)c1 (stereo unspecified)
    -2.5	i
- CCOC(=O)C(O)(c1ccc(NC(=O)c2ccc(Cl)c(Cl)c2)cc1)C(F)(F)F (stereo unspecified)
    -2.1	i
- CCCCn1c(O)c(C(CC)=NCc2ccc(F)cc2)c(=O)[nH]c1=O
    0.59	i
- COc1ccc2c(c1OC)C(=O)O[C@H]2[C@@H]1c2cc3c(cc2CCN1C)OCO3
    /	i
- COc1cc([C@@H]2c3cc4c(cc3[C@@H](OC)[C@H]3COC(=O)[C@H]23)OCO4)cc(OC)c1O
    1.2	i
- CNCCCc1ccccc1
    -0.03	i
- CCCCNS(=O)(=O)c1ccc(OCC(=O)N2CCN(Cc3ccc4c(c3)OCO4)CC2)cc1
    -1.3	i
- CSCCC(N=Cc1c(O)n(-c2ccc(F)cc2)c(=O)[nH]c1=O)C(=O)OC(C)(C)C (stereo unspecified)
    -3.4	i
- Cc1ccccc1NS(=O)(=O)c1ccc(OCC(=O)N2CCN(C)CC2)cc1
    -1	i
- COc1ccccc1NC1=NCCS1
    0.24	i
- COc1ccc2c(c1O)C13CCN(C)C(C2)C1CCC(=O)C3 (stereo unspecified)
    -0.61	i
- CSc1ncc(CN2CCCC(C(=O)c3ccccc3SC)C2)cn1 (stereo unspecified)
    -0.22	i
- Cc1ccc(-c2cc(-c3ccccc3)cc(-c3ccccc3)[n+]2-c2ccc(C(=O)O)cc2)cc1
    1.1	i
- CO[C@H]1C=C2CCN(C)[C@H]2C2c3cc4c(cc3C(=O)O[C@@H]21)OCO4 (stereo partly specified)
    /	i
- Cc1ccccc1CN1CCN(c2ccc(Cl)cc2)CC1
    1.2	i
- Cc1ccc(-n2c(-c3ccc([N+](=O)[O-])cc3)nc3ccccc3c2=O)cc1
    -0.8	i
- CCN1CCN(C(=O)COc2ccc(S(=O)(=O)N3CCOCC3)cc2C)CC1
    -1.3	i
- Cc1ccccc1NC1=NCC(C)S1 (stereo unspecified)
    1	i
- O=C(O)c1ccc(-[n+]2c(-c3ccccc3)cc(-c3ccccc3)cc2-c2ccccc2)cc1
    -0.64	i
- O=C(c1c[nH]cc1-c1ccccc1)c1cccc2ccccc12
    0.85	i
- Cc1nn(-c2ccccc2)c2c1C(c1ccc3c(c1)OCO3)SCC(=O)N2 (stereo unspecified)
    -1.8	i
- Cc1nccc2c1[nH]c1ccccc12
    0.2	i
- O=C(CN1CC(c2ccccc2)CC1=O)Nc1ccc(F)cc1 (stereo unspecified)
    -0.82	i
- CCCC(=O)N(C)C1=Nc2ccc(Cl)cc2C(c2ccccc2)=[N+]([O-])C1
    -2.1	i
- COC(=O)c1ccc(CC(C(=O)c2ccccc2)N(C)C)cc1 (stereo unspecified)
    -0.01	i
- COc1ccc(-n2c(O)c(C(C)=NCc3ccco3)c(=O)[nH]c2=O)cc1
    -0.27	i
- CCCC(=O)C1C(=O)NC(=O)NC1=O
    0.46	i
- CSc1nc2ccccc2c(=O)n1-c1cccnc1
    0.79	i
- COc1ccc(OC)c(CN2CCN(C(=O)Cc3ccccc3)CC2)c1
    -1.3	i
- O=C1N(c2ccccc2)C(c2cccnc2)N2CCCN12 (stereo unspecified)
    0.22	i
- CC(=O)C1(c2ccccc2)CCN(C(=O)C2CCC(=O)N(CCc3cccc(F)c3)C2)CC1 (stereo unspecified)
    1.6	i
- Cc1cc(/C=C2\C(=O)NC(=O)N(c3ccc(F)cc3)C2=O)c(C)n1-c1ccc(C(=O)O)cc1
    0.1	i
- COc1ccc2c(c1OC)C(=O)OC2c1c(O)n(C2CCCCC2)c(=O)[nH]c1=O (stereo unspecified)
    -0.03	i
- O=C1CC(=O)N(c2ccc(Cl)cc2Cl)C(=O)N1
    1.4	i
- O=P1(Nc2cccnc2)COc2ccccc2OC1
    1.5	i
- CON(C)C(=O)Nc1ccc(Cl)cc1
    -0.62	i
- COc1cc(-n2c(=S)[nH]c3ccccc3c2=O)c(Cl)cc1Cl
    1.4	i
- COc1cccc(OP(=O)(Nc2ccccc2)Oc2cccc(OC)c2)c1
    -1.2	i
- COc1ccc(OC)c(C(O)C2CCCCN2)c1 (stereo unspecified)
    -0.37	i
- COc1cc(O)cc2c1C(=O)O[C@@H](C)CCCC(=O)CCCCC2
    -1	i
- CCc1nnc(NS(=O)(=O)c2ccc(N=Cc3c(O)n(-c4ccccc4)c(=O)[nH]c3=O)cc2)s1
    0.27	i

# The results go on.
# Results follow in this order: Kir21 inh	CHT inh
- Cc1nn(Cc2ccccc2)c(C)c1C(=O)OCC(=O)Nc1cccc(S(N)(=O)=O)c1
    0.04	i
- COc1ccc(-n2c(O)c(C=NCCN(C)C)c(=O)[nH]c2=O)cc1
    0.48	i
- Cc1c(N=Cc2c(O)n(CCc3ccc(F)cc3)c(=O)[nH]c2=O)c(=O)n(-c2ccccc2)n1C
    -1.4	i
- CCOP(=O)(OCC)C(NC(=O)c1ccc(C)cc1)=C(Cl)Cl
    0.91	i
- CN1CCN(Cc2ccc3ccccc3c2)CC1
    0.63	i
- CCOP(=O)(OCC)C(O)c1ccc(N(C)C)cc1 (stereo unspecified)
    0.22	i
- O=C(C(=O)N1CCOCC1)c1cn(Cc2ccccc2Cl)c2ccccc12
    0	i
- CN(C)c1ccc(C(=O)c2ccc(N(C)C)cc2)cc1
    0.89	i
- Cc1cc(Oc2ccc(C(F)(F)F)cc2[N+](=O)[O-])c2c3c(c(=O)oc2c1)CCCC3
    -1.1	i
- C#C[C@]1(O)CCC2C3CCC4=C/C(=N/OCC(=O)NC(C)C(=O)NC(CCSC)C(=O)O)CC[C@]4(C)C3CC[C@@]21C (stereo partly specified)
    -0.57	i
- COc1cc2c(c(OC)c1OC)-c1ccc(C(=O)O)cc1[C@@H](NC(C)=O)CC2
    1.6	i
- CCC(=NC(C)c1ccccc1)c1c(O)[nH]c(=O)[nH]c1=O (stereo unspecified)
    -0.37	i
- O=C1NC(=O)N(Cc2ccco2)C(=O)/C1=C/C=C/c1ccco1
    1.9	i
- O=C(NCCN1CCOCC1)c1ccc(Cl)nc1
    -0.31	i
- O=C(NCc1cccnc1)C(Cl)(Cl)Cl
    -1.6	i
- Cc1c(NP(=S)(C(C)(C)C)C(C)(C)C)c(=O)n(-c2ccccc2)n1C
    -1.1	i
- Oc1c(Cl)c(Cl)c(Cl)c(Cl)c1Cl
    0.83	i
- CN1CCN(c2nc(N)cc(=O)[nH]2)CC1
    -2	i
- C[N+]1(C)[C@@H]2CC[C@H]1CC(OC(=O)C(CO)c1ccccc1)C2 (stereo partly specified)
    -0.01	i
- COc1ccc(OC)c(-n2c(O)c(C=NCCN3CCNCC3)c(=O)[nH]c2=S)c1
    -1.6	i
- COCCCNC(=O)c1c(N)n(Cc2ccco2)c2nc3ccccc3nc12
    -0.65	i
- COC(=O)[C@@H](N)CCCN=C(N)N[N+](=O)[O-]
    -0.63	i
- Cn1c(O)c(C=NCCN2CCNCC2)c(=O)[nH]c1=O
    -0.7	i
- O=P1(NCCCl)OCCCN1CCCl (stereo unspecified)
    /	i
- FC(F)(F)c1cccc(C2NCc3ccccc3-n3cccc32)c1 (stereo unspecified)
    -2.4	i
- CN1C(=O)NC(=O)C(C)(C2=CCCCC2)C1=O (stereo unspecified)
    0.37	i
- Cc1cccc(C)c1OP(N)(=O)OCC(F)(F)F (stereo unspecified)
    -0.64	i
- CN1CCN(C(=O)COc2ccc(S(=O)(=O)N(C)Cc3ccccc3)cc2)CC1
    0.81	i
- Cc1ccccc1CCNCc1cc2cccc(C)c2[nH]c1=O
    -2.7	-8.7*
- COc1ccc(NC(=O)[C@@H](NC(=O)N2C[C@H]3C[C@@H](C2)c2cccc(=O)n2C3)C(C)C)cc1
    0.69	i
- N[C@@H](Cn1oc(=O)[nH]c1=O)C(=O)O
    -0.14	i
- CCCCCCn1c(O)c(C=NC2CCN(Cc3ccccc3)CC2)c(=O)[nH]c1=O
    -0.6	i
- COCCNC(=O)c1c(NC(=O)c2ccco2)n(Cc2ccccc2)c2nc3ccccc3nc12
    -0.01	i
- O=c1[nH]c(O)c(/C=C2\C=NN=C2c2ccccc2)c(=O)[nH]1
    0.54	i
- CCOc1cc2c(cc1OCC)-n1cccc1C(c1cccc([N+](=O)[O-])c1)NC2 (stereo unspecified)
    -0.74	i
- COc1ccc(S(=O)(=O)N2CC3CC(C2)c2cccc(=O)n2C3)cc1 (stereo unspecified)
    2.2	i
- O=C(O)c1cccc(NC(=O)N2C[C@H]3C[C@@H](C2)c2cccc(=O)n2C3)c1
    1.1	i

# An excerpt of these results, with bars between the fields:
SMILES | Kir21 inh | CHT inh
COc1ccc(/C=C2/C(=O)NC(=O)N(c3ccc(C)c(C)c3)C2=O)cc1CN1C(=O)c2ccccc2C1=O | 1.4 | i
COc1ccc(CC2C(=O)N(C)C(=O)N(C)C2=O)c(OC)c1 | 0.19 | i

# A portion of the library (hit frequency here may not be typical).
